# Screens deposited in PubChem by Broad Institute.
# ARNT TACC3 PPI = disruptors of ARNT/TACC3 protein interaction, primary screen, biochemical, AlphaScreen, single concentration; Transforming acidic coiled-coil-containing protein 3 (Homo sapiens), Q9Y6A5; AlphaScreen His-ARNT PAS-B/GST-TACC3 binding, luminescence; TACC3 fragment carries E629A point mutation; inhibition, % at 9.99 µM; hit rate 0.66% among 390,000; AID 623870, 2012;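 active = mean inhibition of replicates at least 50% and at least half of replicates each reaching 50%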;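 note: 0% = complete ARNT plus TACC3 wells and 100% = ARNT alone without TACC3; many hits fall short of the cut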
# ERp5 block = inhibitors of ERp5-driven insulin aggregation, primary screen, biochemical, turbidity, absorbance 650 nm, single point. hit rate 0.05% among 350,000. 90 min. Protein disulfide-isomerase A6 (Homo sapiens), Q15084. inhibition, % at 9.99 µM;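 active = mean replicate inhibition above about 25%, with every replicate also reaching it, limit read from the data, passing the limit was not always enough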
# Target sequence (Q15084 whole entry, looked up): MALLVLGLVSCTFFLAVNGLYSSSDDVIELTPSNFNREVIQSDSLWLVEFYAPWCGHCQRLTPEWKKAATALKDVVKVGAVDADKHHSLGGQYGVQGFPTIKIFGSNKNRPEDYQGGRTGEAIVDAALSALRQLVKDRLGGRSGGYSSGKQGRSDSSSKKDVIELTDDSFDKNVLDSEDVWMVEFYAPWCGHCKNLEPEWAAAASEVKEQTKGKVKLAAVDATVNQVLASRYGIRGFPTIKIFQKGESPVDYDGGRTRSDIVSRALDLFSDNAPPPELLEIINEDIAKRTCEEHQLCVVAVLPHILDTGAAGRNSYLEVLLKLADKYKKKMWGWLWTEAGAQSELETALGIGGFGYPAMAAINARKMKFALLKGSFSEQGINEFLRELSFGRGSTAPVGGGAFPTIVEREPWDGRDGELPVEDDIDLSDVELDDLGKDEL
# Casp6 inh = human caspase-6 inhibitors, primary screen, biochemical, VEID-R110 fluorescence, single point, set 2 | hit rate 0.53% among 350,000 | AID 686996, 2013 | P55212 | purified caspase-6, Z-VEID-R110 cleavage fluorescence | inhibition, % at 12.5 µM;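 active = mean inhibition across replicates at least about 35%, with every replicate also reaching that limit, limit read from the data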;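 note: 0% = median of neutral control wells and 100% = no fluorescence left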
# RAD52 inh = RAD52 DNA annealing inhibitors, primary screen, biochemical, FRET, single point, set 2; recombinant RAD52 DNA annealing, FRET fluorescence; hit rate 0.46% among 360,000; AID 651710, 2012; inhibition, % at 18.7 µM; DNA repair protein RAD52 homolog (Homo sapiens), P43351;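 active = every replicate showing at least 50% inhibition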
# PglD DTNB = C. jejuni PglD acetyltransferase inhibitors, primary screen, biochemical, DTNB colorimetric, single point; purified PglD enzyme, DTNB colorimetric CoA detection; inhibition, % at 12.5 µM; hit rate 0.098% among 360,000; in the data active = inhibition above about 16%, passing the limit was not always enough; note: strong numbers were not always called active
# esBAF inh = Bmi1 luciferase reporter increase in mESCs, primary screen, esBAF inhibitor project, mouse ES cells, Bmi1 luciferase knock-in, single point | AID 602393, 2012 | 24 h; 100% = twice the neutral-well signal | hit rate 2% among 350,000 | reporter increase, % at 12.5 µM; in the data active = activation above about 40%;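 note: 0% = median of the plate's neutral control wells and 100% = double that signal; a rise in the Bmi1 reporter signal indicates esBAF inhibition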
# E-selectin induc = E-selectin induction in HUVECs, primary screen, imaging, HUVEC, immunofluorescence imaging, single point | P16581 | normalized: neutral wells 0, TNF-alpha wells 100 | activation, % at 7.58 µM | hit rate 0.37% among 260,000 | AID 686992, 2013;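 active = mean E-selectin-positive cell signal at least 10% of the positive control, reached in at least 60% of replicates, without over 20% cell loss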;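 note: in these data hits start at about 27%; measured in HUVEC primary endothelial cells; signal is the percent of cells scored E-selectin positive by PE staining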
# Target sequence (P16581 whole entry, looked up): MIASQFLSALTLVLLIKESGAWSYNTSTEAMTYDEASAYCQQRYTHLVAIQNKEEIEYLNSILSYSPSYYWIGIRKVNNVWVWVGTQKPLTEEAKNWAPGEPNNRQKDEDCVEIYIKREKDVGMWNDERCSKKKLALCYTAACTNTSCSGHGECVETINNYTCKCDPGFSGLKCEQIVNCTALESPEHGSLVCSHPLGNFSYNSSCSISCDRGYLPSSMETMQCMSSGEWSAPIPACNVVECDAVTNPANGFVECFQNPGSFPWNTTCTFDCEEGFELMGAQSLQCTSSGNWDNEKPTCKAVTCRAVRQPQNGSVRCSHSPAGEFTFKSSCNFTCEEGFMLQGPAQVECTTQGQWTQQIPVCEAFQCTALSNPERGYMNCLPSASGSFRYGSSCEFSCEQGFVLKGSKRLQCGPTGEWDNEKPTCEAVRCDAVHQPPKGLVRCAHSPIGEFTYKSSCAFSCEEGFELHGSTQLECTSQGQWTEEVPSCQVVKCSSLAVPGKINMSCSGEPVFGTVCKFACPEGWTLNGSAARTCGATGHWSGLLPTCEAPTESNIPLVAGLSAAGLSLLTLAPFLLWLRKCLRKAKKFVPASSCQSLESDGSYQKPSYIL
#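 Material: HUVEC primary endothelial cells; Amount: 3,000 cells per well; Dosing: single concentration; Medium: EGM-2 growth medium on 0.1% gelatin-coated wells; Read-out basis: percent E-selectin-positive cells; Signal: immunofluorescence imaging; Control set: TNF-alpha, DMSO.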
# RAD54 inh = inhibitors of human RAD54 branch migration, primary screen, biochemical, fluorescence, single point; RAD54 Holliday junction branch migration, FAM/BHQ fluorescence; inhibition, % at 10.4 µM; hit rate 0.14% among 360,000;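 active = mean normalized replicate activity at least 40 and at least half of replicates scoring 40 or more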;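 note: 0% = median of neutral control wells and 100% = median of positive control wells; inhibitors cause a drop in the FAM fluorescence signal; in these data hits start at about 50%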
# Active calls of the source: *; x = no result given. Outcome played no part in choosing rows. Share with any hit: about 3.2%.
SMILES,ARNT TACC3 PPI,ERp5 block,Casp6 inh,RAD52 inh,PglD DTNB,esBAF inh,E-selectin induc,RAD54 inh
COc1cccc(N2CCN(c3ccc(N4C(=O)CCC4=O)cc3[N+](=O)[O-])CC2)c1,5,0,1,-2,5,5,0.6,5
CCOc1ncccc1C(=O)NCCCSc1ccccc1,-6,2,2,-11,-4,0,x,-8
O=C(CNC(=O)c1ccccc1)Sc1ccccc1,1,1,0,-8,4,0,0.0,-7
CN1C(=O)c2cc(NC(=O)C3CCCCC3)ccc2OC[C@@H]2O[C@@H](CC(=O)NCC3CCCCC3)CC[C@@H]21,x,-1,0,25,x,x,0.1,x
COc1ccc(S(=O)(=O)N(C)C[C@@H]2Oc3ccc(NC(=O)C4CCCCC4)cc3CC(=O)N([C@H](C)CO)C[C@H]2C)cc1,-1,1,4,-1,5,-2,-0.1,-3
O=C(NCCSCc1c(F)cccc1Cl)c1ccco1,17,x,x,x,2,9,x,10
O=[N+]([O-])c1ccc(Cc2nnc(-c3ccccc3Cl)o2)cc1,-4,0,0,-21,x,-5,0.8,x
C[C@@H]1CN([C@@H](C)CO)C(=O)Cc2cc(NC(=O)CCCN(C)C)ccc2O[C@@H]1CN(C)Cc1ccc(Oc2ccccc2)cc1,x,5,1,39,x,x,1.0,x
CC(C)C[C@H](NC(=O)N1CCn2c1nc1ccccc12)C(=O)NCc1ccccc1,-6,3,-1,-4,1,-4,x,-9
O=C(Nc1ccc(Cl)cc1C(=O)NCc1cccnc1)c1ccco1,-3,x,x,x,3,2,x,-6
CN1c2ccc(-c3cccc(C#N)c3)cc2[C@@H]2[C@@H](CCN2C(=O)C2CCCC2)[C@@H]1CO,x,-5,-1,-2,x,x,0.2,x
C[C@@H]1CC2=C(C(=O)OC(C)(C)O2)[C@H](c2ccc(Cl)cc2)O1,x,-12,1,3,x,x,0.0,x
O=C(c1cnccn1)N1CCc2ccccc21,6,x,x,x,-4,17,x,-4
Cc1cc(/C=N/n2cnnc2)c(C)n1-c1cccc(C(=O)O)c1,x,2,1,-6,x,-8,x,x
CC1CN(S(=O)(=O)c2ccc(C(=O)Nc3nncs3)cc2)CC(C)O1 (centres undefined),-14,-18,-2,-3,-6,-7,x,2
CC(NC(=O)CCNC(=O)c1ccccc1Cl)C1CC2CCC1C2 (centres undefined),-14,-1,2,1,10,x,x,6
NC(CCc1ccccc1)c1csc(NC(=O)Nc2ccccc2Oc2ccccc2)n1 (centres undefined),x,3,-1,-11,9,1,0.2,-4
CCOC(=O)CC1(NC(=O)c2cc(COc3ccc(F)c(F)c3)on2)CCCCC1,4,5,0,-19,-5,-4,1.7,-10
C[C@H](CO)N1C[C@H](C)[C@@H](CN(C)C)Oc2cc(-c3cccc(C#N)c3)ccc2S1(=O)=O,-7,4,-3,12,2,-2,-0.2,-4
Cc1c(C(=O)NCCSCc2cccc(C(F)(F)F)c2)cnn1-c1ccc(F)cc1,-6,-3,4,-8,1,1,-0.1,-19
COc1ccc2cc3cc(C(=O)N4CCCCC4C)oc3nc2c1 (centres undefined),14,-1,5,8,-3,14,3.4,2
COc1ccc(NC(=O)Oc2cc(C)ccc2C(C)C)cc1,-6,3,-2,-9,3,10,0.9,-2
COc1cccc(CSC(C(=O)O)c2ccccc2)c1 (centres undefined),x,-2,0,-1,0,-4,-0.1,2
CN1CCN(C(CNS(=O)(=O)c2ccc(F)cc2)c2cccnc2)CC1 (centres undefined),0,x,x,x,5,-11,x,-6
CC(=O)Oc1[nH]c(=O)c2cccc3c2c1CCC3,x,-3,2,-20,1,-4,0.2,-3
# (listing goes on)
SMILES,ARNT TACC3 PPI,ERp5 block,Casp6 inh,RAD52 inh,PglD DTNB,esBAF inh,E-selectin induc,RAD54 inh
COC(=O)C1CCCN1C(=O)COc1ccc(Cl)cc1Br (centres undefined),-4,x,x,x,0,x,0.0,4
O=C(Nc1ccccc1)NC1CCCCC1,-10,x,x,x,4,46*,x,16
Cc1cccc2cc(COC(=O)c3ccccn3)c(=O)[nH]c12,-10,x,x,x,2,-5,x,-5
O=C(CSc1nncs1)Nc1ccc2c(c1)OCCO2,-6,x,x,x,-2,7,x,4
O=[N+]([O-])c1ccc2[nH]c3nc4ccccc4nc3c2c1,3,2,x,-14,4,3,0.4,1
O=C(CSc1nnc(-c2cnccn2)n1Cc1ccco1)c1ccc(Cl)c(Cl)c1,-5,x,x,x,2,-3,x,2
CCOC(=O)C1CCN(Cc2cnc(Oc3ccc(N)cc3)s2)CC1,-20,x,x,x,8,-11,-1.4,-10
COc1ccc(F)cc1C(=O)C1CCCN(Cc2cccn2-c2ccccn2)C1 (centres undefined),8,6,2,-28,-6,-4,x,1
COc1ccc(NC(=O)CCSc2ccc(C)cc2)cc1,1,1,2,-4,x,x,-2.5,x
CCS(=O)(=O)Nc1ccc2c(c1)C(=O)N(C)[C@@H]1CC[C@@H](CC(=O)N3CCCCC3)O[C@H]1CO2,0,-2,-5,-10,-3,2,-0.1,-5
CCCCC(=O)Nc1nnc(SCC(=O)Nc2ccc(OC)cc2)s1,16,0,-1,-4,1,3,0.5,1
COc1ccc(S(=O)(=O)N(CC(=O)NCCC(C)C)c2ccccc2)cc1OC,-24,3,1,-12,x,x,-0.6,x
C[C@@H]1CCCCO[C@@H](CN(C)C(=O)Nc2ccccc2)[C@H](C)CN([C@H](C)CO)C(=O)c2cc(NC(=O)CCCN(C)C)ccc2O1,-2,0,2,8,2,2,-0.1,11
COc1ccccc1-c1cnc(C(O)c2cc(Cl)cc(Cl)c2)[nH]1 (centres undefined),x,-1,-1,-26,-2,2,0.2,10
Clc1ccccc1CNCc1ccc2c(c1)OCO2,x,-5,-1,-5,-1,19,-0.3,4
Cc1ccc(S(=O)(=O)Nc2cccc3cccnc23)cc1,50*,x,x,x,-1,-6,x,-4
Cc1ccc(S(=O)(=O)N(C)C[C@H]2OCCCC[C@@H](C)Oc3ccc(NC(=O)c4ccncc4)cc3C(=O)N([C@@H](C)CO)C[C@H]2C)cc1,17,-9,1,23,-1,-4,1.2,-7
COC(=O)c1oc2ccc(Cl)cc2c1N,6,x,x,x,-3,22,x,9
O=C(C=C1NCCN1)c1ccccc1,x,5,-11,-18,3,4,1.1,-2
CCN(C(=O)c1ccc(S(C)(=O)=O)cc1)C12CC3CC(CC(C3)C1)C2,-5,5,1,3,x,x,0.2,x
O=C(/C=C\c1ccc(-c2cccc([N+](=O)[O-])c2)o1)N1CCOCC1,-1,-4,-1,-2,x,x,x,x
Cc1cccc(C)c1NC(=O)CSc1ncnc2nc[nH]c12,-1,2,0,-4,2,-3,x,2
O=C(Nc1cccnc1)c1cccc(F)c1,-3,4,0,-23,x,x,-0.4,x
Cc1ccc(/C=C/C(=O)NCc2cccs2)o1,4,-1,0,-24,x,x,-0.1,x
C[C@@H]1CN([C@@H](C)CO)C(=O)c2cc(NS(C)(=O)=O)ccc2O[C@H]1CN(C)C(=O)Nc1ccccc1,x,3,-2,2,4,2,-15,-14
# (next part)
SMILES,ARNT TACC3 PPI,ERp5 block,Casp6 inh,RAD52 inh,PglD DTNB,esBAF inh,E-selectin induc,RAD54 inh
C[C@@H]1CN([C@H](C)CO)C(=O)c2ccccc2-c2ccccc2CO[C@@H]1CN(C)Cc1ccc(O)cc1,12,4,-1,3,-4,0,0.0,4
Nc1ccn(C2OC(CO)C(O)C2F)c(=O)n1 (centres undefined),x,0,-2,-79,0,-17,-0.1,-9
COc1cccc(C2CC(c3cccs3)=NN2C(=O)CCC(=O)O)c1OC (centres undefined),1,0,4,-16,-4,18,x,-4
CC(=O)Nc1ccc(OCC(O)Cn2cncn2)cc1 (centres undefined),12,-2,-4,-15,-6,2,-0.1,6
O=C(Cc1cn2ccsc2n1)NCc1ccccc1,7,7,-7,-13,1,-8,x,10
COc1cccc(CN2CCC(C(=O)N3CCN(c4ccccc4F)CC3)CC2)c1OC,5,x,x,x,2,-6,x,-1
COCCOc1ccc(C(F)(F)F)cc1NC(=O)CN1C(=O)NC2(CCCc3ccccc32)C1=O (centres undefined),-11,3,1,-4,x,7,-1.4,x
CCNC(=O)[C@@H]1[C@@H](CO)[C@@H]2Cn3c(ccc(-c4ccc(F)cc4)c3=O)[C@H]1N2Cc1ccccc1F,-7,7,-2,-2,2,4,-0.3,-8
COc1ccc(C2C(C(=O)/C=C/c3ccco3)=C(O)C(=O)N2CCN2CCOCC2)cc1 (centres undefined),8,3,9,-82,x,x,-2.3,x
COc1ccc(NC(=O)c2cc(Cl)ccc2Cl)c([N+](=O)[O-])c1,-1,-5,-5,-1,1,8,x,7
CC1=CC(C)(C)n2c(O)c(N=N)c3c(C)ccc1c32,2,6,-5,-12,5,-8,-2.2,-1
O=[N+]([O-])c1cc(C(F)(F)F)ccc1Sc1nccn1Cc1ccccc1,21,x,x,x,3,-6,x,5
CC(=O)N1CC[C@H]2[C@@H]1c1cc(-c3cccc(F)c3)ccc1N(C)[C@H]2CO,-4,-4,2,-1,-2,15,-0.1,5
CC(C)N(Cc1ccccc1)C(=O)CN1C(=O)NC2(CCOc3ccccc32)C1=O (centres undefined),14,3,0,-5,4,0,x,0
Cc1cc(NC(=O)c2ccccc2)c(Cl)cc1N,-5,-7,3,-2,1,-59,-0.5,1
Cc1ccccc1S(=O)(=O)N[C@H]1CC[C@@H](CCn2cc(Cc3ccccc3)nn2)O[C@@H]1CO,13,12,2,-2,-2,1,0.9,6
CC1CCC(C(C)C)C(OP(=O)(c2ccccc2)C(O)c2ccncc2)C1 (centres undefined),3,-1,2,1,7,-15,1.5,7
CC(C)Oc1ccc(S(=O)(=O)N2CCCCC2)cc1NC(=O)CN1C(=O)NC2(CCCC2)C1=O,3,-1,3,-8,x,8,-0.1,x
Cc1cccn2c(=O)c3cc(C(=O)NCCC4=CCCCC4)n(C)c3nc12,-4,-2,1,-4,0,1,1.7,2
C=CCN1C(=O)c2ccccc2NC1c1cc(Br)cs1 (centres undefined),7,0,2,-16,1,-3,1.4,2
CCC1(C2=CCCCC2)C(=O)NC(=O)N=C1N (centres undefined),-2,3,-6,-15,-11,3,-0.4,-3
O=C(Cc1ccccc1)OCC(=O)c1cccc([N+](=O)[O-])c1,2,1,5,-10,4,-1,x,-4
O=C(NCc1cccs1)C1Cc2c(-c3ccccc3Oc3ccccc3)ccnc2O1 (centres undefined),x,5,x,-2,4,4,0.5,6

# Ordered by value in esBAF inh (falling): seven of the compounds above
SMILES | esBAF inh
COc1cccc(C2CC(c3cccs3)=NN2C(=O)CCC(=O)O)c1OC (centres undefined) | 18
O=C(NCc1cccs1)C1Cc2c(-c3ccccc3Oc3ccccc3)ccnc2O1 (centres undefined) | 4
CC(=O)Nc1ccc(OCC(O)Cn2cncn2)cc1 (centres undefined) | 2
C[C@@H]1CN([C@H](C)CO)C(=O)c2ccccc2-c2ccccc2CO[C@@H]1CN(C)Cc1ccc(O)cc1 | 0
O=C(Cc1ccccc1)OCC(=O)c1cccc([N+](=O)[O-])c1 | -1
O=C(Cc1cn2ccsc2n1)NCc1ccccc1 | -8
Nc1ccn(C2OC(CO)C(O)C2F)c(=O)n1 (centres undefined) | -17

# For reference, some entries already given.
SMILES,ARNT TACC3 PPI,ERp5 block,Casp6 inh,RAD52 inh,PglD DTNB,esBAF inh,E-selectin induc,RAD54 inh
CC(=O)Nc1ccc(OCC(O)Cn2cncn2)cc1 (centres undefined),12,-2,-4,-15,-6,2,-0.1,6
O=C(Cc1cn2ccsc2n1)NCc1ccccc1,7,7,-7,-13,1,-8,x,10
COc1cccc(CN2CCC(C(=O)N3CCN(c4ccccc4F)CC3)CC2)c1OC,5,x,x,x,2,-6,x,-1
